# Screening results as filed in PubChem.
# Tb PYK inh: blocks Trypanosoma brucei pyruvate kinase | TbPYK enzyme, Kinase-Glo Plus ATP luminescence, 45 min | 410,000 compounds, 0.12% hits | Potency, µM (top dose mostly 76.8 µM), for the others: at the highest dose activity, negative = inhibition, most hits filed as inhibitors | Q57TT1; note: potency is the fitted concentration of half-maximal effect; % is set by controls: 0 for no effect and ±100 for the full control effect; nearly all actives have a fitted effect of over 50% in size
#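 Luminescent Kinase-Glo Plus end-point after 45 min room-temperature reaction of T. brucei pyruvate kinase started with 130 uM ADP (final). Buffer TEA 50 mM pH 7.2 with KCl, MgCl2, BSA, Tween-20; titration-based qHTS with fitted concentration-effect curves.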
# Shiga toxin inh: inhibitors of Shiga toxin in Vero cells. AID 2315. 290,000 compounds, 9.2% hits. inhibition, % at 38.7 µM. Vero cells, Shiga toxin protein synthesis inhibition reporter; in the data active = inhibition mostly above about 28%, no sharp cut-off; inactive = mostly below about 43%; note: 0% is about no effect
# AmpC inh no detg: blocks E. coli AmpC beta-lactamase in detergent-free assay; AID 485341; P00811; 330,000 compounds, 0.52% hits; Potency, µM (titrated, usually from 57.1 µM), inactives show at the top dose activity change, negative = inhibition, actives largely listed as inhibitors; AmpC nitrocefin hydrolysis, absorbance 480 nm, 0.0001% Triton;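 note: potency is the fitted concentration of half-maximal effect; plate controls were no compound for no effect and no enzyme for full effect; nearly all actives have a fitted effect of over 20% in size; some results filed as inactive show a strong effect at the top dose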
# Target sequence (P00811 whole entry, looked up): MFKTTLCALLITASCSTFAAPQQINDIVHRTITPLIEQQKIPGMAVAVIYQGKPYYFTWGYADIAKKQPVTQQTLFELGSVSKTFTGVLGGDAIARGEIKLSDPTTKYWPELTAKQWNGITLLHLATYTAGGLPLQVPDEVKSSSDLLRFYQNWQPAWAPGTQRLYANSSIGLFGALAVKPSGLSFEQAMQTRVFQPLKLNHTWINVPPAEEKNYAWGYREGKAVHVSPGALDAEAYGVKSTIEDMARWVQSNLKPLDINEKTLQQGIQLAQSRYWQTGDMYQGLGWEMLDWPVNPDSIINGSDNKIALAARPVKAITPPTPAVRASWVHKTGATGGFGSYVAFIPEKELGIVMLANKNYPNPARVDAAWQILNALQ
#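 20 mM phosphate pH 7.0 + 0.01% (detergent screen) or 0.0001% Triton X-100; 5.3 nM AmpC reagent; cpd preinc 15 min RT; nitrocefin (800 uM stock) to start; A480 q20 s × 4 min; Activity was normalised to no-enzyme and no-compound control wells.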
# Pf growth 96h: inhibits malaria parasite growth, 96 h. 320,000 compounds, 6.9% hits. Potency, µM (series often up to 28.7 µM), for the others: at the highest dose activity change, negative = inhibition, most hits filed as inhibitors. AID 504834. P. falciparum luciferase reporter growth, 96 h; note: potency is the fitted concentration of half-maximal effect; % is set by controls: 0 for no effect and ±100 for the full control effect
#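 Luminescence readout: decreased luciferase signal marks inhibited growth of reporter-expressing P. falciparum in infected red cells (2% hematocrit, 0.05% parasitemia final), exposed to compound two generations (96 h, 37 C, 5% CO2).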
# Pf growth 48h: inhibits P. falciparum growth in the first generation, 48 h | P. falciparum luciferase growth in erythrocytes, 48 h | Potency, µM (top dose mostly 28.7 µM), inactives show at the top dose activity change, negative = inhibition, usual class: inhibitors | 310,000 compounds, 5.9% hits | AID 504832; note: potency is the fitted concentration of half-maximal effect; % is set by controls: 0 for no effect and ±100 for the full control effect
#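 Luciferase-expressing parasites in RBCs, 2% Hct / 0.1% parasitemia final; RPMI 1640 + 0.5% Albumax; 37 C, 5% CO2, one generation; luminescence read-out, lower signal = inhibition.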
# LmPK inh: inhibitors of Leishmania mexicana pyruvate kinase; purified LmPK, Kinase-Glo ATP luminescence, 1 h; Potency, µM (highest dose often 57.5 µM), without a hit: at the highest dose activity change, negative = inhibition, usual class: inhibitors; 290,000 compounds, 0.37% hits; Q27686; note: potency is the fitted concentration of half-maximal effect; % is set by controls: 0 for no effect and ±100 for the full control effect
# Target sequence (Q27686 whole entry, looked up): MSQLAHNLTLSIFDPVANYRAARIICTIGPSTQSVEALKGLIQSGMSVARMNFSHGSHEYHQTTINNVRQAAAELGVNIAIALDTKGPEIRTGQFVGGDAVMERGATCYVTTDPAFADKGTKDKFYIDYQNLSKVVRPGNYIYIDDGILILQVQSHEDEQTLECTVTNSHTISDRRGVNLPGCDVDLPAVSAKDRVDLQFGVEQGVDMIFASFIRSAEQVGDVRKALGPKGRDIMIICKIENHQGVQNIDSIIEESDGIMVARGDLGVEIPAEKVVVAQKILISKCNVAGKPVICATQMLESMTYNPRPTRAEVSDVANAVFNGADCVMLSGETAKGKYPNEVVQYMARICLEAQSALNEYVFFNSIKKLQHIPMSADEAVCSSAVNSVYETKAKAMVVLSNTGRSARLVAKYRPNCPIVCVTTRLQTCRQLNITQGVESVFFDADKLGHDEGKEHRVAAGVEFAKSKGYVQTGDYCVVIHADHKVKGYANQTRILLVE
#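 In 50 mM imidazole pH 7.2 with 7 mM MgCl2, LmPK (0.1 nM) turned over PEP (0.5 mM) and ADP (0.1 mM) for 1 h at room temperature. Luciferase read-out of ATP.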
# Cycloheximide cs: counter-screen for Shiga toxin inhibitors: cycloheximide protein synthesis inhibition; cell reporter, cycloheximide protein synthesis inhibition counterscreen; max response, %; 300,000 compounds, 12% hits; in the data active = max response mostly above about 13%, no sharp cut-off; inactive = mostly below about 14%; note: read at 38.3 µM for the half of the compounds with a filed dose; 0% is about no effect
# Active calls of the source: *; i = inactive; ? = inconclusive; . = no result given; & = joins results of further samples; [ ] = remark or other dose. Unless noted, calls come from the whole dose curve; as a rule, active = well fitted curve in the direction sought with a large enough effect; inconclusive = small, poorly fitted or top-dose-only effect, or another doubt; inactive = no such curve, though single readings can be large; an effect the other way counts as inactive or inconclusive. Random draw from the library; any-hit rate near 22%.
SMILES,Tb PYK inh,Shiga toxin inh,AmpC inh no detg,Pf growth 96h,Pf growth 48h,LmPK inh,Cycloheximide cs
COc1ccc(C(=O)COC(=O)C(C(C)C)N2C(=O)C3C4C=CC(C4)C3C2=O)cc1 (stereo not given),3%,32,64%[activator],.,-16%,2%,6
CCOc1cc(N2CCOCC2)c(OCC)cc1NC(=O)C1=NN(c2cccc(C)c2)C(=O)CC1,1%,-17,-12%,9%,10%,-1%,-4
COC(=O)[C@H](CCSC)NC(=O)NCc1cccs1,-17%,-2,-14%,0%[5.75 µM],15%,0%,1
O=C(CNC(=O)c1cccc(OC(F)F)c1)OCc1cc(=O)n2cc(Br)ccc2n1,0%,-7,-6%,15%,24%,-1%,3
Cc1ccc2nc(SCC(=O)N3CCC(C)CC3)nc(=O)n2c1,4%,.,-35%,?,-7%,.,.
Cc1ccc(CN2CCN(/N=C/c3cc(Br)ccc3F)CC2)cc1,-4%,6,-31%,?,6%,-1%,3
O=C(COCc1cc(-c2ccc3c(c2)OCO3)on1)N1CCN(c2cccc(C(F)(F)F)c2)CC1,-1%&-3%,17,25%,3%,?,5%,-4
CCCC(=O)C1=C(N2CCCCC2)CC(C)(C)C(C(=O)OC)C1=O (stereo not given),-16%,12,-10%,39%,12%,3%,-3
CCc1nnc(NC(=O)C2CCCN2C(=O)Nc2ccccc2OC)s1 (stereo not given),0%,-17,-16%,14%,6%,4%,-2
Cc1ccc(S(=O)(=O)n2cc(C=O)c3ccccc32)cc1,-11%,-6,-20%,9%,5%,8%,1
O=c1[nH]cc(S(=O)(=O)c2ccccc2)[nH]1,-12%,25,-18%,69%[activator],-2%,-2%,0
O=C(CCN1C(=O)[C@@H]2Cc3ccccc3CN2C1=O)N[C@@H](Cc1ccccc1)C(=O)O,4%,1,-45%,35%[activator],5%,-1%,1
O=C(Nc1c(C(=O)N2CCOCC2)cnn1-c1ccccc1)c1ccccc1,2%,14,-11%,9%,20%,2%,-1
CC(C)=CCc1c(O)c(CC=C(C)C)c2occ(-c3ccc(O)cc3)c(=O)c2c1O,3%,47*,-56%,-22%,2.9µM*,0%,11*
CSC(=O)CC(=O)NC(=O)c1ccccc1,-15%,-11,-8%,.,?,5%,-3
CC1CN=C(NCc2ccccc2Cl)S1 (stereo not given),2%,42*,1%,?,?,0%,25*
CCN(CC)S(=O)(=O)c1ccc(NC(=O)COC(=O)CNC(=O)C2CCCCC2)cc1,6%,.,4%,-2%,?,.,.
COc1ccccc1N1C(=O)C2CC=CC(C)C2C1=O (stereo not given),-8%,-14,-4%,?,5%,1%,-2
CC(=O)NN1C(=O)/C(=C\c2ccc(Br)o2)SC1=S,-2%,-8,-16%,?,-4%,14%,-4
COc1cc([N+](=O)[O-])cc([N+](=O)[O-])c1NC(=O)N1CCOCC1,3%,-12,-19%,-1%,8%,-1%,-3
CC(=O)Nc1ccc(S(=O)(=O)N2CCC3(CC2)CC(=O)c2ccccc2O3)cc1,-2%,.,-11%,?,-28%,.,.
COc1ccc(S(=O)(=O)N2CCCCCC2)cc1NS(=O)(=O)c1cc(C(=O)O)cc(C)c1C,-2%,.,-20%,?,-6%,.,.
CSc1ccc(/C=N/NC(=O)c2ccccc2Cl)cc1,5%,91*,-11%[2.29 µM],-65%[5.75 µM],-18%,-7%,32*
Cc1nc(-c2cccc(-c3noc(C)n3)c2)no1,-2%,40,-7%,-20%,39%[activator],0%,8
COC(=O)Cc1csc(NC(=O)c2ccc3ncsc3c2)n1,-2%,.,-13%,101%[activator],280%[activator],.,.

# Next structures follow:
SMILES,Tb PYK inh,Shiga toxin inh,AmpC inh no detg,Pf growth 96h,Pf growth 48h,LmPK inh,Cycloheximide cs
COc1ccc(/C=N/Nc2ncnc3scc(-c4ccccc4)c23)cc1OC,-2%,0,147%[activator],10µM*,.,-1%,2
Cc1cc(NC(=O)c2cc(-c3ccco3)on2)n(-c2ccccc2)n1,-11%,21,-9%,144%[activator],-22%,6%,-5
CCCCn1c(N)c(-c2nc3ccccc3o2)c2c([N+](=O)[O-])nn(C)c(=O)c21,1%,-4,-5%,31%[activator],15%,5%,3
O=C(CN1CCOCC1)Nc1ccc(F)cc1,0%,-3,-4%,14%,11%[0.00184 µM],-2%,8
COC(=O)[C@@H]1C[C@]2(OC(=O)c3ccccc3)C=CC(=O)C[C@@H]2N1C(=O)OCc1ccccc1,-4%,-18,153%[activator],?,-69%,1%,-5
Cc1ccc(C)c(N(Cc2cc3ccc(C)cc3[nH]c2=O)C(=O)c2ccco2)c1,-2%,-2,-14%,7.4µM*,?,0%,-2
CCSc1cc(N2CCCC2)nc(-c2ccc(F)cc2)n1,-5%,15,-21%,?,-2%,-11%,-2
COCCNc1c2c(c(C#N)c3nc4ccccc4n13)CCCC2,0%,3,15%,?,1.7µM*,-7%,-1
Clc1ccc(C2=Nn3c(Cn4nnc5ccccc54)nnc3SC2)cc1,-19%,-8,-14%,-5%,?,0%,1
COc1cc(C(=O)Nc2ccc(NC(=O)C3CC3)nc2)cc(OC)c1OC,-2%,-19,-9%,?,-21%,8%,-4
C/C=C(\C)C(=O)OC(C)(C)[C@H]1Cc2cc3ccc(=O)oc3cc2O1,-1%,1,3%,-3%,-8%,1%,-3
CC1(C)CC(=O)C2=C(C1)Nc1ncnn1C2c1ccccn1 (stereo not given),6%,3,-7%,1%,-16%,5%,-2
Cc1n[nH]c(=O)c2c(NC(=O)CSc3nnc(-c4ccncc4)n3C)oc(C)c12,-3%,-6,-17%,52%[activator],32%[activator],-2%,-3
CC(=O)c1cc2c(cc1NS(=O)(=O)c1ccccc1Br)OCO2,-5%,27,-19%,11%,-9%,4%,-1
O=C(CNS(=O)(=O)c1ccc(Br)s1)N1CCC2(CC1)OCCO2,-4%,16,-16%,57%[activator],54%[activator],-3%,-2
COc1ccc(Cl)cc1NC(=O)CN(C)C(=O)Cc1ccsc1,-9%,.,-11%,-13%,-5%,.,.
O=C(CSc1nnc(-c2ccncc2)o1)Nc1cc(F)ccc1F,-13%,.,-12%,i,i,.,.
O=C(NCC1CCS(=O)(=O)C1)NCC1CCS(=O)(=O)C1 (stereo not given),1%,-17,0%,.,7%,-5%,-2
CN1CCN(CCNC(=O)Nc2ccccc2[N+](=O)[O-])CC1,2%,24,-24%,8.3µM*,-6%[0.00184 µM],4%,-4
O=C(Cn1ccc([N+](=O)[O-])n1)N1CCc2ccccc21,2%,-3,-9%[2.29 µM],46%[5.75 µM],9%,-4%,-2
c1ccc2oc(SCc3cn4ccccc4n3)nc2c1,-9%,65*,-7%,-19%,97%[activator],-5%,52*
COc1ccc(S(=O)(=O)N2CCC(C(=O)NCCC(=O)Nc3cccc(Cl)c3)CC2)cc1,-16%,-5,99%[activator],24%,0%,6%,-3
CC(C)c1nc(C#N)c(N2CCOCC2)o1,-1%,-11,-16%,-14%,-2%,6%,-4
CCOC(=O)N1CCN(Cc2nc3c(c(=O)n(C)c(=O)n3C)n2CCCc2ccccc2)CC1,2%,-5,162%[activator],?,?,0%,-1
COCCN(C(=O)Nc1ccc(OC)cc1OC)C1CCN(C(C)C)CC1,-7%,-3,-15%,.,3%,-3%,-2

# Next structures.
SMILES,Tb PYK inh,Shiga toxin inh,AmpC inh no detg,Pf growth 96h,Pf growth 48h,LmPK inh,Cycloheximide cs
CC(C)C(=O)NC(c1cccc([N+](=O)[O-])c1)c1c(O)ccc2ccccc12 (stereo not given),-8%,-11,-8%,2%,4.7µM*,-1%,-1
CCOC(=O)c1cnn(-c2ccccc2)c1NC(=O)c1ccccc1C,-5%,1,.,-28%,-11%,5%,9
Cc1cc(C)c2c(N)c(C(=O)Nc3nccs3)sc2n1,3%,-2,-7%,178%[activator],67%[activator],-13%,11
COc1ccccc1-c1nnc2sc(COc3ccc(Cl)cc3Cl)nn12,1%,-22,39%,10µM*,?,6%,-2
O=C1CCN(Cc2ccccc2)CCN1[C@H](COc1ccccc1)Cc1ccccc1,3%,-6,110%[activator],?,?,0%,-3
CCc1cccc(CC)c1NC(=O)CSc1nc2ccc(N3C(=O)C4C5C=CC(C5)C4C3=O)cc2s1 (stereo not given),-1%,-4,-38%,.,0%,3%,-4
OC(C#CCN1CCOCC1)(c1ccccc1)C1CCCC1 (stereo not given),4%,-9,9%,19%,12%,-6%,-2
CCNc1ccc(C(=O)OCC(=O)NCCN2C(=O)CSC2=O)cc1[N+](=O)[O-],-5%,-8,17%,-14%,29%,0%,3
O=C(N/C(=C\c1cccc([N+](=O)[O-])c1)C(=O)N1CCOCC1)c1ccc([N+](=O)[O-])cc1,-5%,3,1%,-4%,2%,-2%,-7
Nc1ccc(S(=O)(=O)N2CCOCCOCCOCCOCCOCC2)cc1,-4%,.,-10%,15%,12%,9%,-3
O=C(Nc1cccnc1)c1ccc(COc2ccccc2Br)cc1,-8%,32,-11%,-3%,?,-6%,24*

# By substructure: the compounds so far containing an aryl methoxy group.
SMILES,Tb PYK inh,Shiga toxin inh,AmpC inh no detg,Pf growth 96h,Pf growth 48h,LmPK inh,Cycloheximide cs
COc1ccc(C(=O)COC(=O)C(C(C)C)N2C(=O)C3C4C=CC(C4)C3C2=O)cc1 (stereo not given),3%,32,64%[activator],.,-16%,2%,6
CCc1nnc(NC(=O)C2CCCN2C(=O)Nc2ccccc2OC)s1 (stereo not given),0%,-17,-16%,14%,6%,4%,-2
COc1ccccc1N1C(=O)C2CC=CC(C)C2C1=O (stereo not given),-8%,-14,-4%,?,5%,1%,-2
COc1cc([N+](=O)[O-])cc([N+](=O)[O-])c1NC(=O)N1CCOCC1,3%,-12,-19%,-1%,8%,-1%,-3
COc1ccc(S(=O)(=O)N2CCCCCC2)cc1NS(=O)(=O)c1cc(C(=O)O)cc(C)c1C,-2%,.,-20%,?,-6%,.,.
COc1ccc(/C=N/Nc2ncnc3scc(-c4ccccc4)c23)cc1OC,-2%,0,147%[activator],10µM*,.,-1%,2
COc1cc(C(=O)Nc2ccc(NC(=O)C3CC3)nc2)cc(OC)c1OC,-2%,-19,-9%,?,-21%,8%,-4
COc1ccc(Cl)cc1NC(=O)CN(C)C(=O)Cc1ccsc1,-9%,.,-11%,-13%,-5%,.,.
COc1ccc(S(=O)(=O)N2CCC(C(=O)NCCC(=O)Nc3cccc(Cl)c3)CC2)cc1,-16%,-5,99%[activator],24%,0%,6%,-3
COCCN(C(=O)Nc1ccc(OC)cc1OC)C1CCN(C(C)C)CC1,-7%,-3,-15%,.,3%,-3%,-2
COc1ccccc1-c1nnc2sc(COc3ccc(Cl)cc3Cl)nn12,1%,-22,39%,10µM*,?,6%,-2
